Source: PubChem BioAssay (National Center for Advancing Translational Sciences (NCATS))
GLA spleen mod: inhibitors or activators of human alpha-galactosidase in spleen homogenate; Potency, µM (series often up to 80 µM), without a hit: top-dose activity change, negative = inhibition, actives largely listed as inhibitors; human spleen homogenate, 4MU-alpha-Gal fluorescence, 40 min; 240,000 compounds, 0.008% hits;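 note: 0% = enzyme with vehicle and -100% = no enzyme basal signal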
Target sequence (P06280 32-429 limits assumed): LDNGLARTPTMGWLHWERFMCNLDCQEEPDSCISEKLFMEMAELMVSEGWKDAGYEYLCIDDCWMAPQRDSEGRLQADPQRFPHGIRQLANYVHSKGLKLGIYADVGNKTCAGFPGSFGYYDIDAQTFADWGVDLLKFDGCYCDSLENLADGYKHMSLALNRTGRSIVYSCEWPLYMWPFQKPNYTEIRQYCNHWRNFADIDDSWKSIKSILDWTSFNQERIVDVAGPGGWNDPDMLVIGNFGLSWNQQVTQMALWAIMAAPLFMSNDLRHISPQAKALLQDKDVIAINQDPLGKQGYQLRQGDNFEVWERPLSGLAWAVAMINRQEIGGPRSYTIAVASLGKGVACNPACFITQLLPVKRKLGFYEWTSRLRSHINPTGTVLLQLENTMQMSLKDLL
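Inhibition or activation of alpha-galactosidase in human spleen homogenate is scored by 4-MU fluorescence after 40 min at 37C, pH 5.0, with 1 mM substrate. AC50s come from concentration-response fitted to the Hill equation.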
Tau fluor counter: counter-screen for tau fibril formation inhibitors | tau K18 P301L Alexa594 fluorescence, heparin fibrillization | Potency, µM (highest dose often 57.7 µM), inactives show at the highest dose activity change, negative = decrease | 280,000 compounds, 0.93% hits | AID 1463; note: % is set by controls: 0 for no effect and ±100 for the full control effect; nearly all actives have a fitted effect of over 55% in size
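Human K18 P301L tau (15 uM unlabeled plus 0.24 uM Alexa 594-labeled, final) in 100 mM sodium acetate pH 7 was mixed with compound and 20 uM heparin and incubated 6 hr at 37 C.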
GAA glycogen mod: alters human alpha-glucosidase cleavage of glycogen. 300,000 compounds, 0.38% hits. Potency, µM (titrated, usually from 76.4 µM), for inactives: at the highest dose activity change, negative = inhibition, usual class: inhibitors. AID 2100. recombinant GAA, glycogen substrate, Amplex Red glucose oxidase fluorescence. P10253;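 note: 0% = full enzyme reaction and -100% = no-enzyme basal signal; the screen sought inhibitors and activators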
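Recombinant enzyme (4 nM final) with compounds titrated up to 77 uM and bovine liver glycogen (30 ug) in citrate pH 5.0, 0.01% Tween-20, 37 C 40 min. Released glucose detected by Amplex Red/glucose oxidase (Ex 573/Em 610); AC50 from Hill fits.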
Tau FP inhib: tau fibrillization inhibition (FP). P10636. K18 P301L tau heparin fibrillization, Alexa594 FP, 6 h. Potency, µM (top dose mostly 57.7 µM), for inactives: top-dose activity, negative = inhibition, actives largely listed as inhibitors. 280,000 compounds, 0.39% hits. AID 1468; note: % is set by controls: 0 for no effect and ±100 for the full control effect; nearly all actives have a fitted effect of over 55% in size
Target sequence (P10636 561-689 P618L limits assumed): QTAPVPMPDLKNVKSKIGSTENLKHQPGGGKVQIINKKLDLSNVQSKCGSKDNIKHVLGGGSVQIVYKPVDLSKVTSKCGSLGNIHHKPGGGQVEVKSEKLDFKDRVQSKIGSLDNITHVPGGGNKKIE
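Heparin (20 uM) drove fibril formation of recombinant tau K18 P301L, 15 uM unlabeled with 0.24 uM Alexa 594 label, for 6 hr at 37 C in 100 mM sodium acetate pH 7. Fluorescence polarization (555/632 nm) read 1 hr after 30 uM ThT.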
Tau fibril ThT: blocks human tau fibril formation measured by thioflavin T | P10636 | recombinant tau K18 P301L (four-repeat tau fragment), heparin-induced fibrillization, ThT fluorescence | Potency, µM (series often up to 57.4 µM), inactives show top-dose activity, negative = inhibition, hits mostly inhibitors | 270,000 compounds, 2.1% hits | AID 1460; note: % is set by controls: 0 for no effect and ±100 for the full control effect; nearly all actives have a fitted effect of over 55% in size
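Aggregation was driven by heparin (20 uM final) acting on recombinant tau […] bearing P301L in 100 mM sodium acetate pH 7; fibrils were detected with Thioflavin T.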
HTT cytoprotect: protects HTT-Q103 PC12 cells, measured by ATP; PC12 HTT-Q103 induced, cytoprotection, ATP luminescence, 40 h; Potency, µM (top dose mostly 56.4 µM), for inactives: cytoprotection (ATP increase), hits mostly activators; 230,000 compounds, 0.14% hits;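 note: % of control where 0% means no effect; nearly all actives have a fitted effect of over 45% in size; toxic huntingtin expression switched on by the ecdysone agonist tebufenozide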
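Compounds added alongside 100 nM tebufenozide, which induces toxic Q103 huntingtin exon 1-GFP in stable PC12 cells; surviving cells quantified by luminescent ATP measurement. Medium: phenol red-free DMEM, 5% equine and 5% calf serum.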
GAA inhib: blocks human lysosomal alpha-glucosidase | Potency, µM (doses to about 76.9 µM), for inactives: top-dose activity change, negative = inhibition, usual class: inhibitors | purified human GAA, 4-MU-alpha-glucoside fluorescence | 200,000 compounds, 0.005% hits | P10253;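 note: plate controls were uninhibited enzyme wells for no effect and no-enzyme background for full effect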
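Fluorogenic assay: 4 nM human alpha-glucosidase with 400 uM 4-methylumbelliferyl-alpha-D-pyranoside in 50 mM citrate/phosphate, 0.005% Tween-20, pH 5.0, 20 min at room temperature. Compounds tested up to 77 uM; AC50 from Hill fits.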
GAA spleen mod: inhibitors or activators of human alpha-glucosidase in spleen homogenate | P10253 | human spleen homogenate, 4-MU-alpha-glucoside fluorescence | Potency, µM (doses to about 79.9 µM), for inactives: top-dose activity change, negative = inhibition, actives largely listed as inhibitors | 240,000 compounds, 0.006% hits;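 note: 0% = enzyme with vehicle and -100% = no enzyme basal signal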
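Human spleen homogenate (1 ug) with 4-methylumbelliferyl-alpha-D-glucopyranoside (1 mM final) in 50 mM citrate/phosphate pH 5.0, 0.01% Tween-20; 40 min at 37 C. Stopped at pH 10; 4-MU fluorescence Ex 365/Em 440 nm; AC50 by Hill fit.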
An asterisk follows results filed as active; ? = inconclusive; nt = no result given; [ ] = dose if it differs, or a comment. Calls come from the whole dose curve; as a rule, active = well fitted curve in the direction sought with a large enough effect; inconclusive = small, poorly fitted or top-dose-only effect, or another doubt; inactive = no such curve, though single readings can be large; an effect the other way counts as inactive or inconclusive. Potency is the fitted concentration of half-maximal effect.

SMILES | GLA spleen mod | Tau fluor counter | GAA glycogen mod | Tau FP inhib | Tau fibril ThT | HTT cytoprotect | GAA inhib | GAA spleen mod
Cc1ccc(-c2csc(NC(=O)CSc3nc4ccccc4c(=O)n3CCCN(C)C)n2)cc1 | 11% | -12% | 8% | -8% | ? | -13% | -8% | 5%
O=C(Nc1ccc2c(c1)OCCO2)c1ccc(Br)o1 | 1% | -12% | 4% | 2% | ? | -66%[inhibitor] | -12% | 0%
C[C@]12CCC(O)CC1CCC1C2CC[C@]2(C)C(c3cc(C(F)(F)F)n[nH]3)CCC12 (stereo partly specified) | -1% | -26% | -10% | -7% | nt | -34%[10 µM] | nt | 1%
COc1cc(OC)cc(C(=O)Nn2cc(C(=O)Nc3ccccc3F)c3ccccc3c2=O)c1 | 7% | -16% | 6% | 2% | -10% | nt | 3% | 9%
Cc1ccc(NC(=S)NNC(=O)Nc2ccccc2)cc1 | 6% | -17% | nt | 6% | ? | nt | 6% | 6%
Cc1ccc(CC(=O)N(Cc2ccccc2)c2ccccn2)cc1 | -7% | -6% | 3% | -3% | 6% | nt | 0% | -3%
CCO[C@H]1OC(C(=O)N2CCN(Cc3ccccc3)CC2)=C[C@@H](c2ccc(C(F)(F)F)cc2)[C@@H]1CCCO | 5% | 1% | -14% | 5% | 0% | -13%[10 µM] | nt | 1%
CCOC(=O)c1nn(-c2ccccc2C)c2nc(-c3ccc(C)cc3)c(C#N)c(=O)n12 | 1% | -4% | 2% | -3% | -3% | -27% | 7% | -3%
Cc1ccc(C2=NN(CC(=O)NCCC(C)C)C(=O)CC2)cc1 | nt | -11% | -1% | -9% | -1% | nt | nt | nt
COc1cc(/C=N/NC(N)=O)c(Br)cc1OCC(=O)Nc1ccccc1C | 0% | 4% | -1% | 0% | ? | -4% | 0% | -6%
COc1ccc(-c2[nH]n(-c3ccc([N+](=O)[O-])cc3)c(=O)c2C=NCc2ccncc2)cc1 | -6% | 12% | 3% | -1% | 12% | -26%[10 µM] | 2% | 4%
CCCC(=O)Nc1ccc2c(c1)nc1n2CCN(C2CCCCC2)C1 | -4% | -12% | 23% | -5% | ? | nt | 9% | 1%

Profiles, looked up by structure. Values in the order: GLA spleen mod	Tau fluor counter	GAA glycogen mod	Tau FP inhib	Tau fibril ThT	HTT cytoprotect	GAA inhib	GAA spleen mod
`Cc1ccc(C2=NN(CC(=O)NCCC(C)C)C(=O)CC2)cc1` reads nt	-11%	-1%	-9%	-1%	nt	nt	nt
`Cc1ccc(NC(=S)NNC(=O)Nc2ccccc2)cc1` reads 6%	-17%	nt	6%	?	nt	6%	6%
`CCOC(=O)c1nn(-c2ccccc2C)c2nc(-c3ccc(C)cc3)c(C#N)c(=O)n12` reads 1%	-4%	2%	-3%	-3%	-27%	7%	-3%
`COc1cc(/C=N/NC(N)=O)c(Br)cc1OCC(=O)Nc1ccccc1C` reads 0%	4%	-1%	0%	?	-4%	0%	-6%
`CCCC(=O)Nc1ccc2c(c1)nc1n2CCN(C2CCCCC2)C1` reads -4%	-12%	23%	-5%	?	nt	9%	1%

Remaining list, next part.
SMILES | GLA spleen mod | Tau fluor counter | GAA glycogen mod | Tau FP inhib | Tau fibril ThT | HTT cytoprotect | GAA inhib | GAA spleen mod
CCOC(=O)Cc1nn(CC)c(=O)c2ccccc12 | -11% | -6% | 5% | 0% | -7% | -6%[10 µM] | 0% | -7%
O=C(CSc1ccc(Cl)cc1)Nc1ccc(-c2nc3ccccc3[nH]2)cc1 | -4% | -1% | 5% | ? | ? | nt | 7% | -6%
O=C1c2ccccc2C(=O)N1CCCc1nc(-c2ccccc2)no1 | -5% | -13% | 9% | -4% | 3% | 3% | 4% | -5%
CCCCCCC#CC1C=CC(OC(C)=O)C(COC(C)=O)O1 (stereo unspecified) | 17%[17.5 µM] | -15%[11.6 µM] | nt | -9%[11.6 µM] | ? | -8%[10 µM] | nt | -2%[17.4 µM]
Cn1c(=O)c2c(nc(Br)n2CCCc2ccccc2)n(C)c1=O | 0% | 0% | 4% | -2% | 4% | -5% | 2% | 1%
Cc1ccc(S(=O)(=O)N2CCCC(C(=O)NCCC(C)C)C2)cc1 (stereo unspecified) | -3% | -6% | -7% | -7% | -5% | -2%[10 µM] | 0% | 0%
OCc1cn(-c2ccccc2)nc1-c1cc2ccccc2o1 | -14% | 8% | -21% | 1% | 9% | 2%[10 µM] | ? | -2%
COc1cc([N+](=O)[O-])cc(/C=N/NC(=O)Cn2nc(C)cc2C)c1O | 2% | 7% | -1% | 7% | ? | -2%[10 µM] | nt | -3%
O=C(N/N=C/c1ccccn1)C1CC1 | 7% | -4% | 3% | 6% | -7% | -7%[10 µM] | -13% | 0%
COCCNC(=O)c1ccc(-n2c(SCc3ccncc3)nc3ccccc3c2=O)cc1 | 4% | -5% | -5% | 1% | -2% | -33%[inhibitor] | -5% | -9%
O=C(CCc1ccccc1)NCCSc1ccccc1 | -4% | -9% | 21% | 8% | -4% | nt | 0% | -5%
Cc1cc2ccccn2c1C(=O)c1ccc([N+](=O)[O-])o1 | 3% | -20% | 0% | 2% | ? | -11%[10 µM] | 2% | -3%
O=C(N/N=C/c1ccncc1)c1cccc(NC(=O)c2ccccc2Cl)c1 | 6% | -16% | -4% | -6% | -17% | 16%[10 µM] | -3% | 9%
COC(=O)c1cccc(NC(=O)C2C3CCC(C3)C2C(=O)O)c1 (stereo unspecified) | 11% | 1% | -6% | 0% | 0% | -3%[0.074 µM] | -6% | 3%
COC(=O)C(NC(=O)CC(C)C)(Nc1nc2c(s1)CCCC2)C(F)(F)F (stereo unspecified) | nt | -13% | ? | -5% | -13% | nt | nt | nt
Cc1ccc(N2CCN(C(=O)c3ccccc3NC(=O)/C=C\C(=O)O)CC2)cc1 | -3% | -5% | -4% | -6% | -11% | -17% | -3% | -5%
CCOC(=O)c1ccc(NC(=S)N2CCN(Cc3ccccc3)CC2)cc1 | -1% | -23% | -11% | -7% | -9% | 10%[1.9 µM] | -12% | -4%
CCOC(=O)COc1ccc(CCNC(C)=O)cc1 | 1% | -2% | 1% | 4% | -9% | 9% | -2% | 8%
CCCN1C(=O)C2(c3ccccc31)c1c(oc3ccc(C)cc3c1=O)C(=O)N2CCOC (stereo unspecified) | nt | -3% | 13%[76.3 µM] | 2% | -3% | nt | nt | nt
O=C(/C=C/c1cccc([N+](=O)[O-])c1)NCC1CCCO1 (stereo unspecified) | -1% | -12% | -20% | 0% | -24% | 13%[10 µM] | 1% | 2%
CC(C)(C)C(=O)Nc1ccc(C(=O)OC2CCCCC2)cc1 | -4% | -27% | 2% | 0% | -17% | -38% | -6% | -9%
Cc1sc(NC(=O)c2ccco2)c(CN2CCC(C)CC2)c1C | 1% | -16% | ? | 0% | -12% | -1% | ? | -21%
CCCN1C(=O)/C(=C/c2ccc(C)o2)SC1=Nc1ccc(OC)cc1 | -3% | -11% | 4% | -2% | ? | -3% | -7% | 1%
Cc1cc(Cl)ccc1NC(=S)Nc1ccccn1 | -6% | -3% | 4% | -2% | -2% | 16%[10 µM] | 0% | -2%
COc1cc(/C=N/Nc2nc(Nc3ccccc3)nc(N3CCCCC3)n2)ccc1OCC(=O)O | -22% | -10% | -22% | -11% | ? | -13%[10 µM] | -2% | -16%
CCOC(=O)CSc1ccc2nnc(-c3cccnc3)n2n1 | 1% | -1% | 5% | -4% | -5% | -9%[10 µM] | 5% | -17%
O=C(Nc1ccc(Cl)c(-c2nc3ccccc3[nH]2)c1)c1ccc2c(c1)OCO2 | -1% | ? | -5% | 18µM* | ? | 12%[10 µM] | 0% | -5%
CCCN(CC(=O)Nc1ccc(Cl)cc1Cl)Cc1cc(=O)n2ccsc2n1 | 4% | -2% | 4% | 8% | -6% | -6% | -1% | 1%
Cc1cccc(Nc2c(-c3ccc(O)cc3)nc3ncccn23)c1 | 9% | -27% | ? | 6% | -10% | 15% | -10% | 1%
CC(C)=CCN1CCN(Cc2cn[nH]c2C2CCCCC2)CC1CCO (stereo unspecified) | -1% | 1% | 3% | -2% | -5% | 0% | 4% | -4%

Of the compounds above, these contain fluorine:
SMILES | GLA spleen mod | Tau fluor counter | GAA glycogen mod | Tau FP inhib | Tau fibril ThT | HTT cytoprotect | GAA inhib | GAA spleen mod
C[C@]12CCC(O)CC1CCC1C2CC[C@]2(C)C(c3cc(C(F)(F)F)n[nH]3)CCC12 (stereo partly specified) | -1% | -26% | -10% | -7% | nt | -34%[10 µM] | nt | 1%
COc1cc(OC)cc(C(=O)Nn2cc(C(=O)Nc3ccccc3F)c3ccccc3c2=O)c1 | 7% | -16% | 6% | 2% | -10% | nt | 3% | 9%
CCO[C@H]1OC(C(=O)N2CCN(Cc3ccccc3)CC2)=C[C@@H](c2ccc(C(F)(F)F)cc2)[C@@H]1CCCO | 5% | 1% | -14% | 5% | 0% | -13%[10 µM] | nt | 1%
COC(=O)C(NC(=O)CC(C)C)(Nc1nc2c(s1)CCCC2)C(F)(F)F (stereo unspecified) | nt | -13% | ? | -5% | -13% | nt | nt | nt
